# Mot1-301 SUMO: SUMOylation pathway inhibition by Mot1-301 growth rescue; S. cerevisiae Mot1-301 growth rescue, ATP luminescence, 38.5C; percent above DMSO median, 100 means doubled; growth rescue, % at 18.8 µM; 320,000 compounds, 1% hits;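 active = every valid replicate shows activation above 250% relative to neutral control wells; inactive = the rest, any valid replicate at or below 250%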;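 also: OY570 slx delta 5 strain wells were the positive control but not used for scaling; some compounds called inactive have numbers as strong as hits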
# SR-BI HDL uptake: mouse SR-BI HDL lipid transfer inhibition | ldlA[mSR-BI] CHO cells, DiI-HDL uptake fluorescence, 3 h | inhibition, % at 12.5 µM | 320,000 compounds, 0.96% hits;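 active = mean replicate inhibition of at least 70% and a set share of replicates each scoring 70 or more; inconclusive = meets just one of the two criteria; inactive = fails both criteria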;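 also: 0% = median of neutral control wells and 100% = median of positive control wells; values of inactives mirror those of a sister screen read the other way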
# Target sequence (Q61009 whole entry, looked up): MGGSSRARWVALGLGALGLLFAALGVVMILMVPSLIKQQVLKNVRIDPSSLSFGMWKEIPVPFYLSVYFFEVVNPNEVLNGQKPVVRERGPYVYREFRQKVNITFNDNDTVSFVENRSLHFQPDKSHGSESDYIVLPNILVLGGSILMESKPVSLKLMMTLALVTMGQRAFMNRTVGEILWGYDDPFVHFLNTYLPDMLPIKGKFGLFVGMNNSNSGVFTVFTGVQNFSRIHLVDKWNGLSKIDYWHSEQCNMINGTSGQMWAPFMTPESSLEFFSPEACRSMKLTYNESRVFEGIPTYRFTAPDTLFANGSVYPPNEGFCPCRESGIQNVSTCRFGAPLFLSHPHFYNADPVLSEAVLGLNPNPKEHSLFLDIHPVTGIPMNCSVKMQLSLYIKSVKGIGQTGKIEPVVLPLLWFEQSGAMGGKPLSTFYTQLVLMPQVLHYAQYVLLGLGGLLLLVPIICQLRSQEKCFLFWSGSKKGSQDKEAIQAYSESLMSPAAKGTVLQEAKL
# Arrestin-AP2 inh: human beta-arrestin and AP2 interaction inhibition; FITC-arrestin peptide / GST-AP2 beads, flow cytometry; AP2 beta2 appendage carries R879A mutation; inhibition, % at 10 µM; 340,000 compounds, 0.31% hits; AID 504490;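 active = inhibition above a set limit, near 3 SD of compounds lacking own fluorescence, cut at about 54% in these data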;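 also: plate controls were DMSO wells for no effect and 5 µM unlabelled arrestin peptide for full effect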
#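 test system = AP2 appendage R879A on GSH beads | buffer or medium = PBS plus Tween 20 (0.05%) and BSA (0.1%) | incubation = 12 min plus 1 h, RT | detection = bead flow cytometry, FITC channel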
# NSD2 inh: blocks human histone methyltransferase NSD2; AID 743445; NSD2 peptide methylation, AlphaScreen, 120 min; inhibition, % at 12.5 µM; O96028; 310,000 compounds, 0.54% hits; in the data active = inhibition above about 50%
# Pemphigus Ab inh: human desmoglein-3 autoantibody binding inhibition; DSG3-coupled beads, scFv-anti-DSG3-GFP binding, flow cytometry; stronger effect = lower value; P32926; binding (percent of control), % at 10 µM; 310,000 compounds, 0.48% hits;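 active = binding more than 3 SD below its plate's average and above zero; inconclusive = below that plate limit but binding exactly zero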;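 also: hits lower antibody fragment binding to DSG3; some compounds called inactive have numbers as strong as hits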
# SR-BI DiI-HDL act: activators of SR-BI mediated HDL lipid uptake; CHO ldlA[mSR-BI] cells, DiI-HDL uptake fluorescence, 3 h; 100 = double the neutral-control signal; activation, % at 12.5 µM; 320,000 compounds, 0.096% hits; AID 504775;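 active = mean replicate activation of at least 60% and every replicate at or above 60%; inconclusive = mean or all-replicate condition met, but not both; inactive = mean below 60% and not all replicates reaching 60%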;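 also: 0% = median plate neutral-control signal and 100% = twice that signal; values of inactives mirror those of a sister screen read the other way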
#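 Test system: SR-BI-overexpressing, LDLR-lacking CHO cells. Measured by: DiI fluorescence, bottom read. Medium: Ham's F12 with 0.5% BSA, HEPES 25 mM, pH 7.4. Timing: 3 h uptake period with compound, 37 °C.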
# CDK5 inh: blocks human CDK5/p35 kinase activity; Recombinant CDK5/p35, ADP-Glo luminescence, 60 min; inhibition, % at 10 µM; 330,000 compounds, 0.01% hits;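 active = highest replicate inhibition of at least 50% and at least 75% of replicates reaching 50%; inconclusive = only one of the two criteria met; inactive = both criteria failed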;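 also: plate controls were DMSO neutral control for no effect and GW8510 at 10 µM for full effect; many of its hits are not listed in these tables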
# dFosB act: enhances mouse delta FosB homodimer DNA binding; P13346; purified delta FosB, TAMRA-CDK5 oligo fluorescence polarization; percent of positive-control signal above neutral wells; activation, % at 25 µM; 340,000 compounds, 0.99% hits; AID 493131;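 active = mean activation above about 17%, with every replicate also reaching it, limit read from the data, passing the limit was not always enough; inconclusive = only one of the two conditions met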;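 also: fluorescence polarization rise as delta FosB binds a TAMRA Cdk5 AP-1 oligo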
# MITF TRPM1 HTS: activators of MITF-driven TRPM1 promoter activity in SK-MEL-5 cells | SK-MEL-5 TRPM1-promoter luciferase, 24 h; % of positive control, neutral wells = 0 | activation, % at 12.5 µM | 300,000 compounds, 0.75% hits;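 active = mean activation of at least 80% with every replicate also reaching 80%; inconclusive = mean reaches 80% but some replicate falls short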;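 also: 0% = neutral control wells and 100% = parthenolide positive control wells; values of inactives mirror those of a sister screen read the other way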
# PKA-R2B act: activators of human PKA-R2B complex | P22694+P31323 | PKA-R2B holoenzyme dissociation, Cy5-IP20 fluorescence polarization; R2B truncated from residue 108, S112A mutant; 0% DMSO only, 100% 113 µM cGMP | activation, % at 11.4 µM | 340,000 compounds, 0.079% hits | AID 504700;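 active = activation above a cutoff set at the mean over all compounds plus 3 SD, cut at about 18% in these data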;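 also: higher means more holoenzyme dissociation and a rise in polarization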
# Target sequence (P31323 whole entry, looked up, other chains not shown, the tested form may be a part): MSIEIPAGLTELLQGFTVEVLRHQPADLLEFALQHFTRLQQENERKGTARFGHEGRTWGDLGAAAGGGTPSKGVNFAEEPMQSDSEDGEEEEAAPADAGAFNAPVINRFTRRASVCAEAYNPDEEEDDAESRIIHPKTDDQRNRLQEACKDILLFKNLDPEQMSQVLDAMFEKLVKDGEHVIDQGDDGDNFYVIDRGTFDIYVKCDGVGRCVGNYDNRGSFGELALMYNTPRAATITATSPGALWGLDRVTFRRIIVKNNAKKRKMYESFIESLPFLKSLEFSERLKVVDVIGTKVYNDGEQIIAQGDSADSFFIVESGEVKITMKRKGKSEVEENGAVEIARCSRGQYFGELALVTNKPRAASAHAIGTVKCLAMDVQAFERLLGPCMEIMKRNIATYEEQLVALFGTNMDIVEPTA
# PKA-R1A activ: activators of PKA-R1A complex. 340,000 compounds, 0.083% hits. PKA-R1A dissociation, Cy5-IP20 fluorescence polarization; scaled: DMSO 0%, 113 µM cGMP 100%. activation, % at 11.4 µM. P00514+P68181;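 active = percent activation above the mean of all tested compounds plus 3 SD, cut at about 19% in these data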;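 also: higher means more PKAc released from R1A so a rise in polarization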
# The depositor's hits bear a star; ? = inconclusive; / = no result given.
SMILES,Mot1-301 SUMO,SR-BI HDL uptake,Arrestin-AP2 inh,NSD2 inh,Pemphigus Ab inh,SR-BI DiI-HDL act,CDK5 inh,dFosB act,MITF TRPM1 HTS,PKA-R2B act,PKA-R1A activ
N/C(CCS(=O)(=O)c1ccc(Cl)cc1)=N\OC(=O)c1ccccc1C(F)(F)F,8,-2,26,-1,103,2,1.2,-7,/,-9,-6
Cn1c(=O)[nH]c(=O)c2c1nc(SCCO)n2CC(O)COc1ccccc1 (configuration not stated),-5,-20,8,0,97,20,-0.5,2,5,1,-4
CCCCNC(=O)CO/N=C(\C)c1cc2ccccc2o1,-6,2,0,1,82,-2,1.1,-1,46,-13,-3
Cc1cc(OCC(=O)Nc2ccccc2C)no1,-16,0,-9,-1,118,0,0.0,2,-14,-5,-9
CC1CC(C)CN(C(=O)c2ccc3c(=O)n(Cc4ccc5c(c4)OCO5)c(=S)[nH]c3c2)C1 (configuration not stated),823,-24,3,12,111,24,0.0,-5,/,-12,3
Cc1cc(Cn2nc(C(=O)NCc3cccc(C(F)(F)F)c3)cc2-c2ccccc2)on1,8,13,23,/,101,-13,0.1,0,0,2,-1
N#CC1=C(C=Nc2ccccc2O)CCC1,2,-41,5,0,/,/,0.5,1,1,11,-7
O=C(CSc1ncn[nH]1)Nc1ccc2c(c1)CCC2,/,-18,-8,-5,101,18,-0.7,8,11,0,-4
Cc1ccc(CNC(=S)Nc2ccc(NS(=O)(=O)c3ccc(C)cc3)cc2)cc1,5,25,-13,0,102,-25,1.5,19*,-4,4,1
Cc1ccc(C(C)C)c(O)c1C(=O)O,/,-10,5,/,103,10,0.4,1,-1,19*,-4
CCC(Sc1nc(=O)cc(N)n1-c1cccc(C)c1)C(=O)Nc1cc(C)on1 (configuration not stated),6,-5,4,2,113,5,0.4,-10,-15,6,3
CCOC(=O)c1c(S(=O)(=O)Nc2cccc(Cl)c2)c(C)n(C)c1C,-8,12,5,4,52*,-12,-0.8,0,4,10,4
CC(=O)c1c(C)[nH]c(C(=O)OCC(=O)N2CCCC2=O)c1C,67,-8,6,0,116,8,-1.5,-3,-2,-1,-3
COc1cc(C#N)ccc1OC(=O)c1cccc(S(=O)(=O)N2CCN(C)CC2)c1,19,11,5,3,100,-11,0.5,-3,1,-13,-6
COc1ccccc1C(=O)NCC(=O)N/N=C/c1ccc2c(c1)OCO2,196,/,-7,1,100,/,0.0,2,17,7,8
COc1cc2cc[n+](Cc3ccc([N+](=O)[O-])cc3)cc2cc1OC,190,16,5,1,103,-16,0.6,-4,-7,-4,2
O=C(O)Cc1ccc(NC(=O)Nc2ccc(Br)cc2)cc1,13,-11,-4,5,102,11,-1.0,-5,2,-1,0
O=C(NCC1CCCO1)c1ccc(Oc2ccc([N+](=O)[O-])cc2Cl)cc1 (configuration not stated),17,-19,2,-2,97,19,-0.3,-4,-2,1,-10
CCOc1cc(/C=C(\C#N)C(=O)Nc2cccc(C(=O)O)c2)ccc1OCc1ccccc1Cl,2,7,3,/,104,-7,1.0,-11,-1,-2,8
COc1ccc(-c2noc3c2-c2nc(-c4ccc(Cl)cc4)sc2CC3)cc1,8,68,1,/,104,-68,0.0,1,7,-11,-11
O=C(OCC(=O)N1CCCC1)c1ccc(OC(F)(F)F)cc1,12,-12,16,-1,105,12,3.0,-6,2,-4,-4
CC1CC(C)CN(CCCNC(=O)CN2C(=O)CSc3ccc(S(=O)(=O)N4CCOCC4)cc32)C1 (configuration not stated),-5,-27,-2,-3,102,27,0.3,-9,1,-1,0
Cc1ccc(OCC(=O)N(C)C2CCCCC2)c([N+](=O)[O-])n1,4,-31,4,-2,117,31,0.6,-5,-9,-1,1
COc1cccc(-c2c(C#N)c(N)nc3c2c(C)nn3-c2ccccc2)c1O,-13,16,9,2,109,-16,0.6,-19,-4,-10,-8
CCN(C(=O)c1ccc(=O)[nH]c1)c1c(N)n(Cc2ccccc2)c(=O)[nH]c1=O,-3,-12,-2,/,104,12,3.2,1,-6,-16,-9
# (next part)
SMILES,Mot1-301 SUMO,SR-BI HDL uptake,Arrestin-AP2 inh,NSD2 inh,Pemphigus Ab inh,SR-BI DiI-HDL act,CDK5 inh,dFosB act,MITF TRPM1 HTS,PKA-R2B act,PKA-R1A activ
Cc1ccc2nc(-c3ccc(NC(=O)CSc4nc(N)cc(=O)[nH]4)cc3)sc2c1,99,11,-12,1,87,-11,-2.3,?,66,2,-6
CO/N=C/NC(=O)c1c(OC)ccnc1Oc1ccccc1,-13,-1,10,-3,105,1,0.3,-9,-8,-20,-1
Cn1nnnc1SCc1ccc(CSc2nnnn2C)cc1,-23,-29,3,-1,83,29,0.4,7,-3,14,14
CN1CCN(C(=O)N2CCNC2=O)CC1,11,2,-9,-5,100,-2,-1.8,-4,16,9,11
COc1ccccc1/C=C1\SC(=O)N(CCC(=O)N(C)C2CCS(=O)(=O)C2)C1=O (configuration not stated),74,2,-7,3,96,-2,1.3,-11,4,1,-5
CCOc1ccccc1N1CCN(C(=S)Nc2ccc(S(N)(=O)=O)cc2)CC1,2,54,0,0,100,-54,-0.2,-3,-5,0,-8
CCc1ccc(CC(=S)N2CCOCC2)cc1,4,-10,-3,0,86,10,-1.6,-5,11,5,-2
O=C(CCCN1C(=O)c2cccc3cccc(c23)C1=O)N1CCN(c2ccc(F)cc2)CC1,-16,44,-10,2,94,-44,4.0,-10,9,-3,1
COn1c(=O)c(-c2ccc(F)cc2)[n+]([O-])c2ccccc21,16,-13,-2,3,90,13,2.6,5,-16,2,-7
CCOC(=O)C1CCN(CCCSc2ccc(Cl)cc2)CC1,90,-3,47,8,110,3,0.2,6,/,-8,-7
CCOc1ccc(N(C(C)C(=O)NC2CCCCCC2)S(C)(=O)=O)cc1 (configuration not stated),68,2,18,-3,100,-2,-1.3,6,-3,-7,1
COc1ccc(NC(=O)c2cc(OC)c(OC)c(OC)c2Br)cc1OC,-5,47,-6,-2,125,-47,-0.3,-4,1,-7,1
CC1CCCN(C(=O)CSc2nnc3n(C4CCCC4)c(=O)c4ccccc4n23)C1 (configuration not stated),2,-31,-12,-1,103,31,0.4,-11,-14,0,-4
Cc1ccc2oc(C(=O)N(CCO)Cc3ccccc3)c(C)c2c1,-7,14,-25,0,101,-14,0.5,-4,-3,-14,-5
COc1cc(CNCCc2ccccc2F)ccc1OCC(=O)N1CCCCC1,96,6,4,-1,95,1,-0.1,-7,3,-12,-7
COC(=O)Cn1nc(-c2ccccc2)n(-c2ccccc2)c1=S,-17,-22,-9,-3,98,22,0.9,4,5,5,7
O=C(COC(=O)c1cnccn1)NCc1ccc2c(c1)OCO2,79,-26,17,2,/,26,-0.9,-1,-8,-4,-4
O=S(=O)(Cc1ccccc1)c1cnc2ccccc2n1,182,-6,13,10,101,6,-1.0,0,4,8,5
CCCc1cc(=O)[nH]c(SCC(=O)NC2CCCc3ccccc32)n1 (configuration not stated),-5,/,2,0,91,/,-1.2,-2,-8,6,-8
C=CCc1c(C)nc(-c2ccccc2)nc1Nc1ccccc1O,-3,101*,6,-3,135,-101,2.0,-1,8,-6,2
Cc1ccc(Cn2nnnc2CN2CCC(NC(=O)c3ccc(Br)cc3)CC2)cc1,10,65,-4,-2,/,-65,-1.9,-1,-13,5,-11
O=S(=O)(c1ccc(F)c(F)c1)N1CCC2(CC1)OCCO2,36,-9,-8,1,/,9,1.1,0,-13,3,8
Cn1c(=O)[nH]c(=O)c2[nH]c(NCCCN3CCOCC3)nc21,8,-7,-5,/,99,7,-1.2,-4,-8,2,6
O=C(CSc1nnc(-c2ccc3c(c2)OCO3)o1)Nc1c(F)cccc1F,-6,3,34,1,/,-3,0.7,-2,64,-10,1
COc1cc(NC(=O)CN2C(=O)NC(c3ccccc3)(c3ccccc3)C2=O)cc(OC)c1,-5,1,3,0,97,-1,1.0,-14,2,0,-6
# (listing goes on)
SMILES,Mot1-301 SUMO,SR-BI HDL uptake,Arrestin-AP2 inh,NSD2 inh,Pemphigus Ab inh,SR-BI DiI-HDL act,CDK5 inh,dFosB act,MITF TRPM1 HTS,PKA-R2B act,PKA-R1A activ
Cc1cc(C)n2nc(SCC(=O)N3CCCC3)nc2n1,-8,-7,-1,-2,102,7,-1.4,-6,-2,0,-5
CC(=O)N1CCN(C(=O)c2ccc(Cl)c(S(=O)(=O)N3CCCCCC3)c2)CC1,17,-11,-3,-1,104,11,1.0,-3,1,-7,3
CC(CN1CCOCC1)c1ccccc1 (configuration not stated),-7,-30,-6,-1,117,30,-2.4,-10,2,-13,-3
CCC(C)N(C(=O)COC(=O)c1ccccc1SCC(=O)N1CCCC1)C1CCS(=O)(=O)C1 (configuration not stated),-3,1,54*,-1,104,-1,-0.1,-5,9,2,-2
CC(C)CNC(=O)COC(=O)CNC(=O)c1cc(Cl)cc([N+](=O)[O-])c1,11,-10,-7,-2,115,10,-0.6,-3,-7,-5,1
COc1ccc(CCn2c(-c3ccco3)nc3ccccc3c2=O)cc1OC,293,20,1,-3,126,-20,0.1,9,6,1,-4
COc1ccc(NC(C)=O)cc1S(=O)(=O)Nc1ccc(S(=O)(=O)N2CCCCC2)cc1,-8,13,-3,/,129,-13,0.2,-3,-1,-2,2
O=c1c2ccccc2[nH]c(=S)n1CCCN1CCN(c2ccccc2F)CC1,15,-5,-17,0,91,5,1.6,-3,-5,-8,10
O=C(OCC(=O)N1CCN(S(=O)(=O)c2ccccc2)CC1)C1CCC1,-2,-4,0,-1,103,4,2.8,-7,0,0,9
O=C(Cc1ccc(-n2c(=O)[nH]c3ccsc3c2=O)cc1)NCc1cccnc1,235,-11,8,1,100,11,-4.2,-3,-6,-12,-10
COc1ccc(CC(=O)N2CCN(C(=O)c3ccco3)CC2)cc1,23,-8,35,0,92,8,3.9,1,1,-3,7
COc1cccc(NC(=O)COC(=O)/C=C/c2ccco2)c1,/,-4,0,1,/,4,0.5,-12,3,0,3
Cc1nnc(SCC(=O)Nc2ccc3c(c2)OCCO3)n1CC1CCCO1 (configuration not stated),11,-37,28,-1,/,37,-0.3,3,-1,-3,3
